Pf growth 96h: P. falciparum growth inhibition at 96 hour, primary screen for plastid delayed-death inhibitors; 320,000 tested, 6.9% active; AID 504834; P. falciparum luciferase reporter growth, 96 h; Potency, µM (doses to about 28.7 µM), inactives show at the top dose activity change, negative = inhibition, hits mostly inhibitors
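Readout is luminescence from an integrated firefly luciferase in P. falciparum. Red cells, 2% hematocrit and 0.05% parasitemia final, were cultured with compound through two parasite generations (96 hours) at 37 C, 5% CO2.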
Pf growth 48h: inhibits P. falciparum growth in the first generation, 48 h; P. falciparum luciferase growth in erythrocytes, 48 h; Potency, µM (highest dose often 28.7 µM), for the others: top-dose activity change, negative = inhibition, hits mostly inhibitors; 310,000 tested, 5.9% active; AID 504832
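Parasite viability was followed by luminescence of a genomically integrated firefly luciferase. Cultures held 0.1% parasitemia at 2% hematocrit (final), incubated under 5% CO2 at 37 C.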
HCV inh: inhibitors of hepatitis C virus infection; Huh7.5.1 HCVcc-Cre infection, luciferase reporter, 44 h; Potency, µM (series often up to 41.8 µM), inactives show top-dose activity change, negative = inhibition, usual class: inhibitors; 340,000 tested, 3.4% active
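Seed cells (1,000/well) for 4 h; treat with compound and infect with HCVcc-Cre, moi about 0.5. Incubate 44 h, then detect luciferase activity.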
Tb PYK inh: T. brucei pyruvate kinase inhibition. AID 624173. TbPYK enzyme, Kinase-Glo Plus ATP luminescence, 45 min. Potency, µM (series often up to 76.8 µM), without a hit: at the top dose activity, negative = inhibition, hits mostly inhibitors. Q57TT1. 410,000 tested, 0.12% active; further: nearly all actives have a fitted effect of over 50% in size
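T. brucei PYK with substrate was exposed to pin-transferred compounds across a concentration series, then started with 130 uM ADP (final). After 45 min at room temperature, Kinase-Glo Plus luminescence was read, normalized and curve-fitted.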
Sm TGR inh: S. mansoni TGR enzyme inhibition | Q962Y6 | purified TGR, DTNB reduction, TNB absorbance 405 nm | Potency, µM (series often up to 114 µM), for the others: at the top dose activity change, negative = inhibition, most hits filed as inhibitors | 360,000 tested, 3% active | AID 485364; further: nearly all actives have a fitted effect of over 60% in size
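TGR 20 nM + NADPH 100 uM (dispensed conc.), cpd preinc 15 min RT; start with NADPH (500 uM addition) then DTNB (15 mM addition). Kinetic TNB absorbance, 405 nm filter. Four-parameter Hill fit across titration.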
LmPK inh: inhibitors of Leishmania mexicana pyruvate kinase; Q27686; purified LmPK, Kinase-Glo ATP luminescence, 1 h; Potency, µM (titrated, usually from 57.5 µM), for the others: at the highest dose activity change, negative = inhibition, hits mostly inhibitors; 290,000 tested, 0.37% active; AID 1721
Target sequence (Q27686 whole entry, looked up): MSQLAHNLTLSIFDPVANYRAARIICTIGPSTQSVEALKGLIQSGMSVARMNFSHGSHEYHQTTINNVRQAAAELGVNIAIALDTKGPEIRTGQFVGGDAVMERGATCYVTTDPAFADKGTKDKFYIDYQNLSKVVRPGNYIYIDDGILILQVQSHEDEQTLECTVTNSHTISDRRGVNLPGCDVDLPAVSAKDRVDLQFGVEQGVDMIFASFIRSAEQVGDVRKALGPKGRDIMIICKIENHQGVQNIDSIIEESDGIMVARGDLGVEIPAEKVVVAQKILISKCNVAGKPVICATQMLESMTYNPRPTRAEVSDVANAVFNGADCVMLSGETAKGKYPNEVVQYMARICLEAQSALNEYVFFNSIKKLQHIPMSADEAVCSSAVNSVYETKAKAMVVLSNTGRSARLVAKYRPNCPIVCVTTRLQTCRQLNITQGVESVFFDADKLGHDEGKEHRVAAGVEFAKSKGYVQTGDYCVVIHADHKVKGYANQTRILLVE
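Pyruvate kinase activity monitored as ATP production (luciferase luminescence). Conditions: 0.1 nM enzyme, 0.5 mM PEP, 0.1 mM ADP, 1 h, RT; normalized against uninhibited and no-enzyme wells.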
* hit, by the source's call; ? = inconclusive; . = no result given; [ ] = remark or other dose. The call rests on the fitted dose curve; in most records, active means well fitted curve in the direction sought with a large enough effect; inconclusive means small, poorly fitted or top-dose-only effect, or another doubt; inactive means no such curve, though single readings can be large; an effect the other way counts as inactive or inconclusive. On the % scale 0 is the no-effect control and ±100 the full control effect; potency means the concentration at half of the fitted maximal effect.

SMILES,Tb PYK inh,Pf growth 96h,Pf growth 48h,HCV inh,LmPK inh,Sm TGR inh
NC(=O)c1c(NC(=O)c2ccccc2)sc2c1CCN(Cc1ccccc1)C2,5%,31%[activator],20%,-22%,1%,-17%
COc1cccc(C(=O)NN2CC(O)=C(c3nc4ccccc4s3)C2=N)c1,-7%,1%,-46%[5.75 µM],-12%,2%,2%
CN1CCN(c2ccc(S(=O)(=O)N3CCCCC3)cc2NC(=O)c2ccc(F)cc2F)CC1,-1%,?,?,-26%,1%,-9%
Cc1ccc2nc(-c3ccccc3)c(CC(=O)O)c(C(=O)O)c2c1,4%,106%[activator],-18%,1%,2%,-21%
Cc1cccc(NC(=O)COC(=O)c2cc(C)oc2C)c1,-1%,8%,3%,-6%,5%,-1%
Fc1ccc(CSc2ccc(-c3ccc4c(c3)OCO4)nn2)cc1,-9%,26%,19%,3%,0%,0%
O=c1[nH]c(SCCOc2ccccc2)nc2ccccc12,0%,.,?,?,6%,5%
Cc1cccc(N2CCN(C(=O)CSc3ccc4c(c3)OCCO4)CC2)c1C,4%,?,?,?,.,-15%
CCOC(=O)C1=C(c2ccccc2)NC(=O)N(C(C)=O)C1c1cccc([N+](=O)[O-])c1 (stereo not given),-17%,?,?,1%,-1%,10%
Cc1ccc2oc(-c3cccc(NC(=O)c4ccc(Br)o4)c3)nc2c1,-3%,125%[activator],.,0%,-8%,5%
O=C1C(=O)N(Cc2cccnc2)C(c2cccc([N+](=O)[O-])c2)/C1=C(\O)c1ccc2c(c1)OCCO2 (stereo not given),-2%,?,5%,22%,-12%,-5%
Cc1cc(C(=O)CS(=O)c2ccc(F)cc2)cc(C)c1OC(=O)N(C)C (stereo not given),-2%,58%[activator],?,-30%,-6%,-28%
CC1CC1C(=O)Nc1nc(-c2ccccc2)cs1 (stereo not given),4%,3%,.,?,2%,0%
CC(=O)Nc1ccc(N2CCCC2)cc1,-8%,.,?,-2%,-10%,35µM*
Cc1nn(C)cc1/C=N/NC(=S)Nc1ccccc1,?,-144%,12%,?,-5%,2%
O=C(NCCN1CCOCC1)c1cc(Sc2ccc(F)cc2F)nc2ccccc12,1%,-60%,-7%,-8%,-1%,-17%
CN(C(=O)Cc1csc(-c2ccccc2)n1)c1c(N)n(Cc2ccccc2)c(=O)[nH]c1=O,-4%,5%,7%,6%,.,?
Cc1ccc(NCC(=O)N/N=C/c2cc(O)ccc2[N+](=O)[O-])cc1,-4%,-4%,-14%,4%,5%,-14%
COc1cc(N2C(=O)CC(=O)NC2=O)cc(OC)c1OC,-14%,?,29%,11%,-7%,-7%
COc1ccc(CCn2c(-c3cc([N+](=O)[O-])cc([N+](=O)[O-])c3)nc3nc4ccccc4nc32)cc1OC,2%,12%,13%,?,3%,6%

Later entries:
SMILES,Tb PYK inh,Pf growth 96h,Pf growth 48h,HCV inh,LmPK inh,Sm TGR inh
Cc1ccc2c(c1)c1c(n2C)C(C(N)=O)CCC1 (stereo not given),-15%,24%,3%,?,1%,-2%
O=c1[nH]c2ccccc2nc1Cc1ccc([N+](=O)[O-])cc1,5%,-5%,9%,2%,0%,-23%
Cc1ccc(C(=O)NCC(=O)NCc2cc(=O)n(C)c(=O)n2C)cc1C,2%,?,-4%,14%,-11%,0%
COc1ccc(N(CC(=O)NCCSC(C)(C)C)S(C)(=O)=O)c(OC)c1,?,-3%,-3%,13%,-4%,-17%
Cc1ccc2c(c1)NC(=O)C(CC(=O)NCCCN1CCN(c3cc(C)ccc3C)CC1)O2 (stereo not given),-3%,-3%,.,?,3%,4%
Cc1[nH]c2ccccc2c1C(=O)C(=O)NCc1ccco1,-1%,12µM*,3%,11%,-3%,6%
CCOC(=O)N1CCN(c2ncnc3c2cnn3-c2ccc(Cl)cc2)CC1,.,.,44%[activator],-9%,4%,3%
O=C(NN=C1CCCCCCCCCCC1)c1cccnc1,-1%,0%,0%,13%,-2%,1%
CCOC(=O)C1CCN(C(=O)c2ccccc2NS(=O)(=O)c2ccc(C)cc2)CC1,10%,?,2%,.,-1%,1%
Cn1c(N2CCN(S(=O)(=O)c3ccc(Cl)cc3)CC2)nc2ccccc21,2%,56%[activator],-17%,-27%,0%,-2%[57.1 µM]
CCCN(CCC)c1nc(Cl)nc(NCc2ccco2)n1,2%,?,?,?,-1%,-5%
CC(C)C(OC(=O)c1ccccc1)c1nccc2ccccc12 (stereo not given),4%,32%[activator],-1%,?,5%,8%
CCN(CC)C(=O)Cc1c(OC)ccc2cc(Br)ccc12,3%,1%,-10%,-23%,4%,4%
COc1ccc(CCn2nnnc2C(C(C)C)N2CCC(C(N)=O)CC2)cc1OC (stereo not given),0%,?,-10%,22%,1%,-5%
CC(=O)Oc1ccc(N(C(C)=O)S(=O)(=O)c2ccc3ccccc3c2)cc1,0%,-52%,3%,?,1%,-11%
COc1cc2nc(C3CC3)n(NC(=O)c3ccc(F)cc3)c(=O)c2cc1OC,-2%,?,-3%,?,0%,6%
O=C(C1CC1c1ccccc1)N1CCOCC1 (stereo not given),12%,?,.,9%,-1%,-2%[11.4 µM]
C=C(C)Cn1c(C)cc(C)c(S(=O)(=O)c2cccc(C)c2)c1=O,-3%,-15%,-20%,18%,-2%,.
CCOC(=O)c1c(NC(=O)c2ccn(CC)n2)sc2c1CCCC2,-3%,.,10µM*,?,0%,6%
O=c1oc2cc(OCc3ccc([N+](=O)[O-])cc3)ccc2c2c1CCCC2,3%,4%,14%,6%,0%,-10%

Entries shown so far that contain an aryl methoxy group, in the order listed:
SMILES,Tb PYK inh,Pf growth 96h,Pf growth 48h,HCV inh,LmPK inh,Sm TGR inh
COc1cccc(C(=O)NN2CC(O)=C(c3nc4ccccc4s3)C2=N)c1,-7%,1%,-46%[5.75 µM],-12%,2%,2%
COc1cc(N2C(=O)CC(=O)NC2=O)cc(OC)c1OC,-14%,?,29%,11%,-7%,-7%
COc1ccc(CCn2c(-c3cc([N+](=O)[O-])cc([N+](=O)[O-])c3)nc3nc4ccccc4nc32)cc1OC,2%,12%,13%,?,3%,6%
COc1ccc(N(CC(=O)NCCSC(C)(C)C)S(C)(=O)=O)c(OC)c1,?,-3%,-3%,13%,-4%,-17%
CCN(CC)C(=O)Cc1c(OC)ccc2cc(Br)ccc12,3%,1%,-10%,-23%,4%,4%
COc1ccc(CCn2nnnc2C(C(C)C)N2CCC(C(N)=O)CC2)cc1OC (stereo not given),0%,?,-10%,22%,1%,-5%
COc1cc2nc(C3CC3)n(NC(=O)c3ccc(F)cc3)c(=O)c2cc1OC,-2%,?,-3%,?,0%,6%

(listing goes on)
SMILES,Tb PYK inh,Pf growth 96h,Pf growth 48h,HCV inh,LmPK inh,Sm TGR inh
COC(=O)c1c(NC(=O)Cc2ccccc2)sc2c1CCN(C(C)C)C2,-2%,34%[activator],-8%,?,-3%,7%
COc1ccccc1/C=C/C(=O)Nc1ccc(S(=O)(=O)Nc2cc(C)on2)cc1,-5%,?,3%,13%,2%,-13%
N=c1c2c3c(sc2nc2n1CCC2)CCCC3,4%,18%,4%,-10%,3%,0%
CCn1nc(NC(=O)c2ccco2)c2cc3ccc(C)cc3nc21,-3%,-19%,-12%,10µM*,1%,?
COc1ccc(C(=O)/C(C#N)=N/Nc2cccc([N+](=O)[O-])c2)cc1,5%,-10%,-18%,11µM*,-1%,.
O=C(CCCCCN1C(=O)c2ccccc2C1=O)Nc1ccc2c(c1)OCCO2,0%,.,-16%,1%,3%,0%
COC(=O)c1ccc(NCC(=O)Nc2cc(C)cc(C)c2)cc1,3%,12%,-10%,-24%,1%,4%
COc1ccc(N=Cc2cc3c(cc2O)OC(N)=C(C#N)C3c2ccccc2)cc1 (stereo not given),4%,123%[activator],17%,3%,-3%,-2%
CC1(C)CCN(Cc2ccccc2)C1CC#N (stereo not given),-13%,17%,0%,22%,-3%,0%
CCC(=O)Oc1ccc(C/C(=N\O)c2ccc(O)cc2O)o1,-12%,?,0%,?,9%,7.9µM*
O=C(O)CCC(C(=O)O)n1c(O)c(C2=c3ccccc3=NC2=O)sc1=S (stereo not given),-6%,.,-12%,5%,-16%,-10%
CCc1nnc(NC(=O)c2cccc(C(=O)Nc3nnc(CC)s3)n2)s1,-4%,9.3µM*,-5%,1.1µM*,-5%,-5%
Fc1ccccc1/C=N/n1c(COc2ccccc2)n[nH]c1=S,-28%,8%,.,27%,-4%,-12%
Cc1nnc(SCc2ccccn2)n(N)c1=O,0%,50%[activator],-9%,9%,5%,-2%
CCc1c(C)nc2nc(SCc3ccccc3Cl)[nH]n2c1=O,-3%,3%,10%,5%,-2%,-5%
O=c1c2ccccc2nc(/C=C/c2ccc([N+](=O)[O-])o2)n1-c1ccc(O)cc1,-2%,?,9.3µM*,?,0%,?
O=C(N=C1SC2CS(=O)(=O)CC2N1c1cccc(F)c1)C1CC1 (stereo not given),-5%,75%[activator],1%,1%,-1%,0%
C1CCCCCC(=NNc2nn[nH]n2)CCCCC1,-6%,2%,-10%,9%,-1%,-25%
O=C(O)CCc1nc(-c2cccs2)no1,-5%,?,18%,8%,-2%,7%
Cc1c(C(=O)OCC(=O)NCc2ccc3c(c2)OCO3)cccc1[N+](=O)[O-],-3%,0%,-3%,-3%,-3%,-10%

Additional structures.
SMILES,Tb PYK inh,Pf growth 96h,Pf growth 48h,HCV inh,LmPK inh,Sm TGR inh
N#Cc1cc(-c2ccccc2)nnc1Sc1ccc(Cl)cc1,-3%,.,9%,-17%,-2%,1%
CC1(CO)COC(c2ccccc2)=N1 (stereo not given),1%,34%,18%,3%,-9%,8%
COc1ccc2c(c1)[nH]c1c(=O)n(CC3CCCO3)cnc12 (stereo not given),0%,-12%,.,10%,-2%,-3%
O=[N+]([O-])c1ccc(CN2C=NS(=O)(=O)c3ccccc32)cc1,5%,0%,-1%,14%,-1%,0%
O=C(NC1CCCC1)C1c2ccccc2C(=O)N1CCCN1CCOCC1 (stereo not given),-1%,17%,7%,-15%[8.37 µM],0%,-12%
CC1CC(OC(=O)c2ccccc2O)CC(C)(C)C1 (stereo not given),6%,-3%,-6%,.,.,.
C=CCNC(=O)c1ccc(NC(=O)C2=CSCCO2)cc1,-20%,-84%,25%,34%[activator],-2%,3%
Cc1c(Cl)cnc(NC(=O)CSc2nncs2)c1Cl,-4%,46%[activator],5%,-4%,1%,13%
Cc1ccc(-n2c(SCc3nnc4n3CCC4)nnc2-c2ccccc2)cc1,-11%,.,-9%,0%,0%,0%
Cc1ccc([N+](=O)[O-])cc1,-11%,44%[activator],45%[activator],7%,.,10%

High-throughput results from PubChem BioAssay.
